High-throughput results (PubChem BioAssay)
CHOP UPR activ = apoptotic UPR (CHOP) activation; activation, % at 10 µM; CHO-CHOP luciferase reporter, luminescence; percent of tunicamycin response over DMSO baseline; 0.34% of 330,000 active;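 active = at 10 µM dose, activation of 40% or more, normalized to positive control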;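 also: 100% = tunicamycin at 10 µg/mL and 0% = DMSO alone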
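assay system = CHO CHOP reporter cells | amount = 500 CHO-CHOP cells per well | buffer or medium = F12 with 10% FBS | incubation = 16-18 h cell attachment, then 6 h compound exposure, 37 °C | detection = luminescence read with Steady-Glo | read-out = percent activation relative to tunicamycin control | controls = tunicamycin high control, DMSO low control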
TIM10 inh = inhibits growth of TIM10 yeast strain; S. cerevisiae TIM10 strain growth, BacTiter-Glo luminescence, 24 h; inhibition, % at 10 µM; 1.4% of 330,000 active; AID 463195;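 active = inhibition of 40% or more at the single tested concentration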;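 also: wild-type TIM10 isogenic control strain grown at permissive 25 °C; 0% = DMSO yeast wells and 100% = minimal medium wells without yeast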
tim23-1 inh = inhibits growth of tim23-1 mutant yeast; S. cerevisiae tim23-1 growth, BacTiter-Glo luminescence, 24 h; inhibition, % at 20 µM; 1.3% of 330,000 active;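 active = growth inhibition of the mutant yeast at or above 50%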;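 also: temperature-sensitive mutant grown at 25 °C; plate controls were DMSO-treated mutant yeast for no effect and medium wells lacking yeast for full effect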
APJ ag = APJ receptor agonism; P35414; activation, % at 20 µM; CHO-K1 APJ PathHunter beta-arrestin, luminescence; 0% DMSO wells, 100% apelin; 0.11% of 330,000 active;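 active = activation more than six SD over the plate average, tested at 20 µM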;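 also: 0% = DMSO alone and 100% = apelin-13 at 10 nM; some results filed as inactive read as strong as hits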
Target sequence (P35414 whole entry, looked up): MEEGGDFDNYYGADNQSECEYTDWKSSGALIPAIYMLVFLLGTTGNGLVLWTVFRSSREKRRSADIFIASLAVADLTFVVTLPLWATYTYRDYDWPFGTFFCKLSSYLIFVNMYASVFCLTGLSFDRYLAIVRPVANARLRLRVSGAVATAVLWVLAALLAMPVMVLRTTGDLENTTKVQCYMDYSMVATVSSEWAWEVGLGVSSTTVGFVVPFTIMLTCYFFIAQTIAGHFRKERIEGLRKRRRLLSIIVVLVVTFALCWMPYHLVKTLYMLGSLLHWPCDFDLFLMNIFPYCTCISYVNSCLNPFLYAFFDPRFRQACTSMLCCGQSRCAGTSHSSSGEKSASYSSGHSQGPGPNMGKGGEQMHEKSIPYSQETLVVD
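Test system – PathHunter CHO-K1 APJ (AGTRL-1) beta-arrestin reporter cells · Input – 1000 cells/well · Compound – single test compound dose, 20 µM final, 1% DMSO · Times – compound stimulation 90 min at 25 °C, detection 60 min · Technique – beta-gal luminescence · Read-out basis – APJ–arrestin association signal · Control set – negative DMSO alone, positive Apelin-13 at 10 nM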
CXCR6 inh = inhibitors of human CXCR6 receptor. O00574. CHO-K1 PathHunter CXCR6 beta-arrestin, luminescence. inhibition, % at 20 µM. 0.36% of 360,000 active. AID 602244; in the data active = inhibition above about 34%, passing the limit was not always enough;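 also: antagonist mode with CXCL16 agonist at 10 nM final; 0% = 10 nM CXCL16 with DMSO and 100% = unstimulated wells without agonist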
Target sequence (O00574 whole entry, looked up): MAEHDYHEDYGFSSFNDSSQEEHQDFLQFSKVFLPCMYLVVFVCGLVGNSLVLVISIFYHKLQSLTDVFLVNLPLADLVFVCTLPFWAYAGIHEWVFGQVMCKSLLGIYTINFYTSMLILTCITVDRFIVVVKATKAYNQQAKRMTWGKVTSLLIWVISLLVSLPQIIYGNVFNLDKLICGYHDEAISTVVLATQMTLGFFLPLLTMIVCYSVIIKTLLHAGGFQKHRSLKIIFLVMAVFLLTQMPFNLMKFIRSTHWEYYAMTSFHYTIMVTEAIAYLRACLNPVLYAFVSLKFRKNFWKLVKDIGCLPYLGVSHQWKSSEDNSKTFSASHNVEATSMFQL
Mdm2-MdmX inh = human Mdm2/MdmX binding inhibition; 3% of 330,000 active; SaOS-2 split-luciferase Mdm2/MdmX complementation, luminescence; inhibition, % at 8 µM; O15151+Q00987; AID 485346;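 active = inhibition of at least 50% at 8 µM in the primary screen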
APJ antagonist = blocks the human apelin receptor APJ. P35414. CHO-K1 APJ beta-arrestin complementation, luminescence. inhibition, % at 20 µM. 0.32% of 330,000 active. AID 2521;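 active = inhibition above about 40% at 20 µM, limit read from the data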;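 also: cells challenged with 10 nM apelin-13 agonist together with compound; plate controls were apelin-13 plus DMSO wells for no effect and DMSO wells lacking apelin-13 for full effect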
tim10-1 inh = inhibits growth of tim10-1 mutant yeast | S. cerevisiae tim10-1 ts strain growth, BacTiter-Glo, 24 h | inhibition, % at 20 µM | 2.2% of 330,000 active | AID 463190;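 active = inhibition of at least 40%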;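 also: mutant grown at 25 °C; 0% = DMSO wells with yeast and 100% = wells holding no yeast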
XBP1 UPR activ = adaptive UPR (XBP1) activation. AID 463104. 0.33% of 330,000 active. CHO-XBP1 luciferase reporter, IRE1-XBP1 UPR activation, luminescence; percent of tunicamycin response, DMSO as zero. activation, % at 20 µM;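 active = versus positive control, 20 µM dose yields 30% or more activation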;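 also: 100% = tunicamycin at 10 µg/mL and 0% = DMSO only wells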
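Material – CHO cell line with stable XBP1 luciferase reporter · Buffer or medium – F12 plus 10% FBS · Compound – single point, 20 µM final compound, 1% DMSO · Schedule – 16-18 h cell attachment at 37 °C, then 6 h compound exposure · Signal – Steady-Glo luminescence read · Benchmarks – high control tunicamycin 10 µg/mL final, low control DMSO vehicle only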
Active calls of the source: *; nt = not tested or not shown.

SMILES	CHOP UPR activ	TIM10 inh	tim23-1 inh	APJ ag	CXCR6 inh	Mdm2-MdmX inh	APJ antagonist	tim10-1 inh	XBP1 UPR activ
CCN(CC)S(=O)(=O)c1ccc2oc(C(=O)NC(C)C)c(C)c2c1	-0.4	21	25	-7	-7	16	0	34	2
CN(C)c1ccncc1C(=O)Nc1ccc(F)cc1F	-0.7	-23	3	-5	2	-4	-6	-12	-3
COc1cccc(OCc2ccc(C(=O)NCC3CCCO3)cc2)c1 (stereo not given)	3.6	8	28	2	-6	-1	-3	-5	4
CSc1nc2nccc(/C=C\c3ccccc3)n2n1	1.0	24	34	1	2	75*	-10	53*	-2
Cc1ccc(-n2ncc3c2CCCC3NC(=O)CCN2CCCC2=O)cc1C (stereo not given)	2.1	6	9	0	-3	11	-16	17	-4
CC(C)NC(=O)COc1nncc2ccccc12	-0.5	6	-7	-1	4	12	15	7	-5
O=C(CN1CCOCC1)N/N=C/c1ccc(-c2ccc(C(=O)O)cc2)o1	-0.9	0	6	-7	6	-10	-2	13	1
Cn1c(SCc2cnc(-c3ccccc3)s2)nnc1C1COc2ccccc2O1 (stereo not given)	1.8	-9	7	-6	4	12	10	13	-3
COc1ccc(/C(O)=C/Sc2nnc(Cc3ccccc3)o2)cc1	2.5	21	25	-4	1	-6	-4	31	1
CCCn1c2ccccc2c2cnn(CC(=O)NC(C)CC)c(=O)c21 (stereo not given)	-1.0	-1	11	-2	-4	18	4	15	0
CCOc1ccc(S(=O)(=O)n2c(C)nc3ccccc32)cc1	-2.1	2	3	-3	-3	4	4	21	1
CC1=C(C(=O)OCc2ccccc2)C(c2ccc3ccccc3c2)NC(=O)N1CCCCCC(=O)O (stereo not given)	0.5	12	18	-2	nt	4	3	15	1

Six compounds picked at random from those above, as already listed:
SMILES	CHOP UPR activ	TIM10 inh	tim23-1 inh	APJ ag	CXCR6 inh	Mdm2-MdmX inh	APJ antagonist	tim10-1 inh	XBP1 UPR activ
CCN(CC)S(=O)(=O)c1ccc2oc(C(=O)NC(C)C)c(C)c2c1	-0.4	21	25	-7	-7	16	0	34	2
CSc1nc2nccc(/C=C\c3ccccc3)n2n1	1.0	24	34	1	2	75*	-10	53*	-2
O=C(CN1CCOCC1)N/N=C/c1ccc(-c2ccc(C(=O)O)cc2)o1	-0.9	0	6	-7	6	-10	-2	13	1
COc1cccc(OCc2ccc(C(=O)NCC3CCCO3)cc2)c1 (stereo not given)	3.6	8	28	2	-6	-1	-3	-5	4
CC(C)NC(=O)COc1nncc2ccccc12	-0.5	6	-7	-1	4	12	15	7	-5
CC1=C(C(=O)OCc2ccccc2)C(c2ccc3ccccc3c2)NC(=O)N1CCCCCC(=O)O (stereo not given)	0.5	12	18	-2	nt	4	3	15	1

(further entries)
SMILES	CHOP UPR activ	TIM10 inh	tim23-1 inh	APJ ag	CXCR6 inh	Mdm2-MdmX inh	APJ antagonist	tim10-1 inh	XBP1 UPR activ
O=C(NCCCN1CCOCC1)c1cn(-c2ccccc2)nc1-c1ccc(Br)cc1	0.4	-40	19	-1	3	27	3	-38	1
CCN(CC(=O)Nc1ccc2c(c1)OCCO2)C(=O)/C=C/c1ccc(OC)cc1OC	2.0	-20	-14	-1	4	11	-5	-7	-4
C=CCn1c(NC(=O)c2ccccc2Cl)c(C#N)c2nc3ccccc3nc21	0.2	31	28	-8	3	21	30	23	35*
Cc1ccc(C2(C)NC(=O)N(CC(=O)NC(=O)NC(C)C)C2=O)cc1 (stereo not given)	-2.0	3	18	-1	-4	10	-10	4	-2
CCN1C(=O)[C@H]2[C@H]3CN=C(SCc4ccc(C(=O)OC)cc4)N3[C@@](Cc3ccccc3)(C(=O)OC)[C@H]2C1=O	2.5	-1	50	nt	4	6	nt	19	0
COc1ccc(CCNC(=O)c2cccc(Br)c2)cc1OC	-2.2	-10	-1	-3	-5	5	-18	-10	-3
Cc1ccc(-c2nnc(SCC(=O)N3CCOCC3)nc2-c2ccc(C)cc2)cc1	-3.2	33	34	1	9	-2	8	20	-2
O=C(NCCCN1CCN(Cc2ccccc2)CC1)C1CCN(c2nnc(-n3cccc3)s2)CC1	0.6	4	3	-1	-7	22	-5	-1	-4
COc1cc(/C=N/NS(=O)(=O)c2ccc(C)cc2)ccc1OCc1ccc(C(=O)O)cc1	-5.9	-7	8	-1	-4	50	-6	-5	-3
CCn1nc(C(=O)NCc2ccco2)c(Cl)c1Cl	-0.7	-13	11	3	-7	-31	8	8	-3
CCOc1ccc(NC(=O)CN(C)C(=O)Cn2c(=O)oc3ccccc32)cc1OCC	-0.9	-1	-10	-3	-8	21	-1	-11	-1
CCN(CC(O)COc1ccc(OCC(O)CN(CC)C2CCCCC2)cc1)C1CCCCC1 (stereo not given)	1.4	-11	2	0	1	69*	-9	11	-4
COC(=O)c1ccccc1NC(=O)c1ccccc1NS(C)(=O)=O	-2.0	9	23	-6	11	7	-15	34	6
CN1C(C)(C)c2ccccc2OS1(=O)=O	-0.5	2	2	0	-2	-13	-56	-8	3
COc1ccc(C(=O)NC2CCN(C(=S)Nc3ccc(C)c(C)c3)CC2)cc1	-1.8	6	2	-2	0	6	10	15	-1
O=C(NCc1ccncc1)C1CCC(=O)N(CCc2ccc(Cl)cc2)C1 (stereo not given)	2.2	0	0	-4	0	11	0	6	1
Cc1cccc(C)c1NC(=O)CN(C)C(=O)c1ccccc1Sc1ccccc1C#N	-0.4	10	25	-3	0	-13	26	18	-2
CCOC(=O)C1C(=O)OC2(CCCCC2)C1C(=O)OCC (stereo not given)	-2.3	7	1	-4	-6	19	-2	12	-5
CCCOc1ccc(C(=O)OCC(=O)c2c(N)n(C)c(=O)n(C)c2=O)cc1OC	1.8	15	8	3	-1	16	7	15	1
COc1cccc(CN2CCSCC2)c1OC	0.8	-8	0	-2	-8	-10	13	4	-3
CSCCC(=O)Nc1cc(S(=O)(=O)N2CCOCC2)ccc1N1CCN(C)CC1	-0.6	-8	5	-1	-6	24	-9	-10	-2
CC[n+]1c(/C=C/N(C)c2ccccc2)n(-c2ccccc2)c2ccc(-c3nc4ccccc4s3)cc21	-5.1	29	80*	26*	14	100*	9	37	-13
CC(C)c1ccc(OCC(=O)NCc2ccco2)cc1	0.3	13	11	7	-2	5	-6	19	-1
Cc1ccc(CNS(=O)(=O)c2ccc(-n3cnnn3)c(C)c2)cc1	0.4	13	2	-3	-1	18	18	-11	-2
COc1ccc(NC(=O)c2cc(-c3cccc(OC)c3)on2)cc1	0.1	-22	-4	-2	2	19	1	-18	4
Cc1ccsc1C1C(C#N)=C(N)N(N(C)C)C2=C1C(=O)CCC2 (stereo not given)	-0.2	-7	11	-5	-3	-13	-13	17	1
O=C(NC1CCCCC1)C(Cc1ccccc1)NS(=O)(=O)c1cccs1 (stereo not given)	-0.7	-15	-1	-3	-8	20	-15	-7	-5
CC(=O)OCC1OC(OCc2cn(C[C@H]3CC[C@H](Cn4cc(COC5OC(COC(C)=O)C(OC(C)=O)C(OC(C)=O)C5OC(C)=O)nn4)O3)nn2)C(OC(C)=O)C(OC(C)=O)C1OC(C)=O (stereo not given in full)	-0.6	-1	14	-3	6	-2	17	-1	1
O=C(Nc1cccc(C(F)(F)F)c1)N1CCC(c2nc(-c3ccc(F)cc3)no2)CC1	4.3	7	30	-3	-22	47	-30	42*	-1
Cc1cccc(CN2CCN(c3nc4nonc4nc3NC3CC3)CC2)c1	-0.8	9	5	1	-6	2	13	14	-2
CCCc1cc(=O)[nH]c2nnc(SCC(=O)NCc3ccc4c(c3)OCO4)n12	0.8	-1	-7	2	4	-3	-56	-2	1
COc1ccc(CCNC(=O)CN2C(=O)NC3(CCCCC3)C2=O)cc1	1.3	3	7	-2	6	23	-5	3	-4
O=C(c1cccc(N2C(=O)C3CC=CCC3C2=O)c1)N1CCCc2ccccc21 (stereo not given)	-0.4	13	23	-1	-6	-26	10	22	0
COc1ccc(/C=C/C(=O)Nc2cccc(S(=O)(=O)NC3=NCCCCC3)c2)cc1OC	3.2	4	-1	2	-9	-5	-1	-3	-1
COc1cc(C(C)=O)ccc1OCC(=O)NC(=O)Nc1ccc(C)cc1C	-0.5	-14	-10	-3	1	-5	-3	-11	-4
N#Cc1ccc(NC(=O)Nc2ccc(Cl)cc2)cc1	18	27	14	5	-10	85*	-16	23	3
O=C(NN1C(=O)C2C3C=CC(C4CC34)C2C1=O)c1cccc(Br)c1 (stereo not given)	-1.1	-11	17	1	0	5	25	2	-1
CC1CCN(CCn2c(=S)[nH]c3cc4c(cc3c2=O)OCO4)CC1	1.4	17	13	-1	-3	-14	-9	17	-3
Cc1ccc(N(CC(=O)Nc2cc(Cl)ccc2Oc2ccccc2)S(C)(=O)=O)cc1C	1.0	-3	21	-3	15	52*	13	2	-6
CC(C)=CC(=O)OCC(=O)Nc1nc(C)c(Cl)cc1Cl	0.5	6	25	8	8	-13	2	22	-1
CNC(=S)N/N=C/c1ccco1	0.4	8	-8	-6	-14	-19	5	0	3
CC(C)C1NC(=S)N(C2CCCCC2)C1=O (stereo not given)	0.0	17	24	-3	-4	-3	3	20	-2
CCC(=O)c1ccccc1OCCCN1C(=O)NC(C)(C)C1=O	-1.2	-16	-9	-3	-8	-1	19	18	0
CC(C(=O)NCc1ccccn1)N1C(=O)c2ccccc2C1=O (stereo not given)	0.8	-1	18	-5	5	8	13	11	-2
COc1ccc(CC(=O)NCc2ccco2)cc1OC	1.7	7	12	1	0	-13	15	13	-2
Cc1[nH]c2c(Cl)cccc2c(=O)c1CN1CCCCCC1	1.7	5	17	-3	3	20	-7	-14	1
Fc1ccc(C(c2nnnn2C2CCCCC2)N2CCCC2)cc1 (stereo not given)	-1.3	17	28	0	4	2	21	31	3
CC1=C(C(=O)OCc2ccccc2)C(c2ccc(Cl)cc2)NC(=O)N1CCCCCC(=O)O (stereo not given)	-1.7	7	14	6	4	-10	1	6	-2
CCC(C)[C@H](NC(=O)CCn1nnc2ccccc2c1=O)C(=O)O (stereo not given in full)	-0.4	-1	7	-2	-5	-2	-5	-9	-2
O=C(NCCc1c[nH]c2ccccc12)c1cnc2n(c1=O)CCS2	-0.7	10	8	-3	0	7	6	16	-2
CCOC(=O)C1(Cc2cccc(OC)c2)CCCN(Cc2cc(OC)c(O)c(OC)c2)C1 (stereo not given)	-1.9	10	11	2	-13	26	-31	18	-5
Cc1cc(-c2ccccc2N)n[nH]1	-1.2	-11	7	1	-7	6	-15	11	-1
CCCOc1ccc(C(=O)CCC(=O)NNC(=O)c2cccs2)cc1	0.5	-2	-4	-2	-3	-9	-14	-11	0
Cc1cc(C)c2sc(NC(=O)CN3C(=O)CCC3=O)nc2c1	1.1	5	10	-2	-5	-10	26	10	-2

This is a subset; count on the stated rates, not on these rows.
